Yeast eIF2B: modulators of yeast eIF2B activity; hit rate 0.91% among 27,000; inhibition, % at 25 µM (by protocol); S. cerevisiae eIF2B-epsilon R284H, GCN4-lacZ luminescence;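 active means mutant luminescence inhibited past about 50% while wild type luminescence and mutant growth stay under set limits, limit read from the data; inconclusive means mutant versus wild type luminescence inhibition gap past a set limit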; further: some compounds called inactive have numbers as strong as hits
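Material – yeast eIF2B-epsilon R284H mutant carrying GCN4–beta-galactosidase fusion · Medium – YPD yeast growth medium · Compound – one concentration, 25 µM, 0.25% DMSO · Times – 16 h at 30 °C exposure · Signal – Beta-Glo luminescence plus absorbance at 595 nm · Read-out – % inhibition of reporter signal and growth versus controls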
Yeast tox: Compounds toxic to wild-type S. cerevisiae growth. hit rate 0.3% among 30,000. growth inhibition, % at 25 µM (by protocol). A595 turbidity, 16 h;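 active means mutant and wild-type yeast strains alike exhibit over 30% growth inhibition; inconclusive means a strain exceeds 50% while the second remains under 30%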;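 further: 0% = untreated cell controls and 100% = YPD media blanks without cells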
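System: S. cerevisiae wild-type or eIF2Bepsilon-R284H mutant strain; times: 16 h growth with compound, 30 °C; signal: absorbance at 595 nm (turbidity); measure: growth inhibition (%) versus cell controls and blanks; compound: 25 µM single dose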
Yeast tox inhibition %: also measured in Yeast tox; calls as there; growth inhibition, %; S. cerevisiae eIF2Bepsilon-R284H mutant growth, A595 turbidity, 16 h;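 each compound tested once at 25 µM; 0% equals untreated cells and 100% equals cell-free medium blanks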
Yeast eIF2B mutant toxicity: further read-out of Yeast eIF2B, marked with its call; growth inhibition, %; measured here: mutant yeast growth, toxicity;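 each compound tested once at 25 µM; zero equals untreated control growth and 100 equals blank medium absorbance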
Active calls of the source: *; ? = inconclusive; . = no result given.

SMILES	Yeast eIF2B	Yeast eIF2B mutant toxicity	Yeast tox	Yeast tox inhibition %
N#Cc1c(SCC(N)=O)nc(-c2ccccc2)c2c1CCCC2	18.6	-6.9	-3.6	-6.9
O=C(Nc1ccc2c(c1)OCO2)c1cccc(F)c1	5.2	16.1	32.0	16.1
COc1cc2cc(C(=O)O)[nH]c2c(OC)c1OC	14.6	7.6	6.3	7.6
COc1cc(C(=O)N(Cc2cccc(Cl)c2)C2CCS(=O)(=O)C2)cc(OC)c1OC (stereo not drawn)	23.1	-5.0	9.7	-5.0
COCCn1nnnc1CN1CCC(C)CC1	30.7	-4.5	6.6	-4.5
COc1ccccc1N1CCN(C(=O)CSc2nc(C)cc(=O)[nH]2)CC1	29.4	18.9	8.5	18.9
O=C(Nc1ccccc1N1CCCCC1)c1ccco1	5.9	-18.2	-40.3	-18.2
O=C(NCCN1CCCC1)c1ccc2c(=O)n(CCc3ccccc3)c(=O)[nH]c2c1	-28.1	.	-12.5	0.0
COc1cccc(S(=O)(=O)N2CCN(c3ccccc3F)CC2)c1	47.5	-5.8	-1.1	-5.8
COc1ccc(Cn2nc(C)n(N(C)c3ncc(C(F)(F)F)cc3Cl)c2=O)cc1	15.7	6.5	5.0	6.5
O=C(NCc1ccccc1)c1csc2c1CCCCC2	.	.	-1.7	8.9
O=c1cc(O)c(-c2ccccc2)c(Cl)[nH]1	.	.	9.6	17.9
CC1CCN(c2ccc(C(=O)NCCc3ccccc3)cn2)CC1	-9.4	.	-8.4	0.0
Cc1c(NCc2nc3ccccc3[nH]2)c(=O)n(-c2ccccc2)n1C	22.2	.	.	.
Cc1cc(Oc2ccccc2)nc(OCC#N)n1	-12.3	1.6	-1.7	1.6
COc1ccc(CCNc2nc(-c3sc(C)nc3C)cs2)cc1OC	18.9	12.5	7.3	12.5
Cc1ccc(NC(=O)c2ccc(S(=O)(=O)N3CCCCC3)cc2)cc1	25.1	-65.0	13.2	-65.0
CCOC(=O)C1(C)/C(=N/Nc2ccc(Cl)cc2)C(=O)C(=O)N1c1ccccc1 (stereo not drawn)	.	.	-22.4	-13.3
CC1(C)CC(=O)C2=C(C1)OC(N)=C(C#N)C21C(=O)N(CN2CCOCC2)c2ccccc21 (stereo not drawn)	-2.6	-4.5	3.5	-4.5
CCN(Cc1ccccc1)C(c1ccncc1)c1nnnn1C(C)(C)C (stereo not drawn)	11.0	-3.5	13.1	-3.5
O=[N+]([O-])c1cccc(/C=C/c2nc(C=Nc3ccccc3)c(O)o2)c1	.	.	6.9	-14.1
O=C1C2CC=CCC2C(=O)N1Cc1ccccc1 (stereo not drawn)	2.9	-19.4	1.7	-19.4
CCN(CC)CCN1C(=O)C(=O)/C(=C(/O)c2cccc(OC)c2)C1c1ccccn1 (stereo not drawn)	10.2	10.5	12.2	10.5
CCc1nnc(NC(=O)c2cc3c(s2)CCCCC3)s1	-34.5	-27.3	-25.0	-27.3
Cc1onc(-c2ccccc2Cl)c1C(=O)Nc1cccnc1	29.7	-6.5	12.6	-6.5
Cc1ccc(NC(=O)c2cc(NC(=O)C3CC=CCC3C(=O)O)ccc2N2CCOCC2)cc1Cl (stereo not drawn)	25.6	13.5	15.9	13.5
O=C(NCC1CCCO1)c1csc2c1CCCC2 (stereo not drawn)	15.8	-6.9	38.7	-6.9
COc1ccc(C(=O)c2oc3ccccc3c2N)cc1	.	.	17.6	3.7
Cc1ccc(C(=O)NCc2ccc(Cl)cc2)o1	10.9	-10.0	-2.5	-10.0
COc1oc(-c2ccccc2)nc1C(F)(F)F	12.7	4.3	22.3	4.3
CCC(C)N1CCCC1C(=O)Nc1c(C)cc(C)cc1C (stereo not drawn)	22.6	.	.	.
O=S(=O)(c1ccc(S(=O)(=O)N(Cc2ccccc2)Cc2ccco2)cc1)N1CCCC1	11.1	-20.0	-6.1	-20.0
CS(=O)(=O)N(CC(=O)NC1CCCCC1)Cc1ccc(Cl)cc1	.	.	-17.7	-2.6
CC(NC(=O)Cc1cccs1)C(c1cccs1)N1CCOCC1 (stereo not drawn)	13.7	-6.2	22.1	-6.2
CC(C)c1ccccc1-n1c(SCC(=O)N2CCN(c3ccccc3)CC2)nnc1-c1cccnc1	-7.8	-19.1	3.0	-19.1
Cc1ccoc1C(=O)Nc1ccc(CC(=O)O)cc1	.	.	10.0	15.2
O=C(Oc1ccc2c(c1)OCO2)c1ccc(Br)c(S(=O)(=O)N2CCOCC2)c1	-65.5	-33.3	-8.9	-33.3
COC(=O)CSc1nc2cc3c(cc2cc1C#N)OCO3	21.2	.	-5.9	0.0
Nc1nnc(SCC(=O)c2ccc3ccccc3c2)s1	.	.	6.2	10.3
CC1CCCCC1NC(=O)c1cc2c(s1)CS(=O)(=O)C2 (stereo not drawn)	27.2	10.7	16.1	10.7
CC1CCCC(NC(=O)COC(=O)c2ccc3ccccc3n2)C1C (stereo not drawn)	3.6	2.7	6.5	2.7
COc1ccc(CN(CCCN2CCOCC2)C(=O)Nc2cccc(Cl)c2)cc1OC	-13.2	11.1	-0.7	11.1
Cc1cc(NC(=O)CSc2nnc3c4c(C)c(C)sc4ncn23)no1	-32.0	6.9	-3.4	6.9
Cc1ccnc(NC(=O)c2ccccc2NC(=O)C(C)(C)C)c1	3.9	-4.5	2.2	-4.5
Cc1[nH]nc(-c2ccc(O)cc2O)c1Oc1ccccc1	36.1	5.4	20.9	5.4
Brc1ccc(OCc2nc(-c3ccccn3)n[nH]2)cc1	7.7	21.6	8.1	21.6
O=C(O)c1ccc(C(=O)O)c(C(=O)c2ccccc2)c1	9.2	21.6	-3.9	21.6
CC(=O)NCCn1c(SCc2ccc(C)cc2C)nc2ccccc2c1=O	8.0	17.6	0.4	17.6
Cc1cc(NC(=O)c2noc3c2CCCC3)nn1Cc1ccc(Cl)cc1	12.8	-13.6	-12.5	-13.6
CCOc1ccccc1N1CC(C(=O)N2CCc3ccccc32)CC1=O (stereo not drawn)	40.8	-22.2	1.2	-22.2
O=C(OCC(=O)N1CCN(C(=O)c2ccco2)CC1)c1ccccc1C(=O)c1ccc(Cl)cc1	-15.1	2.0	6.0	2.0
Cc1noc(C)c1COc1ccc(C(=O)OCC(=O)c2ccc3c(c2)OCCO3)cc1	13.8	-7.1	-0.7	-7.1
COc1ccc(N=C(N(C)C)P(=O)(N(C)C)N(C)C)cc1	1.6	-9.4	5.9	-9.4
CCOC(=O)Nc1ccc2c(c1)nc(CN1CCOCC1)n2C	1.1	12.1	10.0	12.1
Cc1ccc(CN2C(=O)CCC2C(=O)NCCCN2CCC(C)CC2)cc1 (stereo not drawn)	16.5	-3.5	13.1	-3.5
CC1(C)CC(=O)C2=C(C1)N(CCN1CCOCC1)C1=C(C(=O)CC(C)(C)C1)C2c1cccc(Cl)c1	19.3	.	14.2	0.0
O=C(CSCc1ccc(Cl)cc1)NCc1ccc2c(c1)OCO2	19.3	-28.6	28.0	-28.6
O=C(NCc1cccs1)C1CCN(c2nccs2)CC1	5.6	-6.8	-2.4	-6.8
CCOC(=O)c1sc(=S)n(CC)c1NC(=O)C1CC1	27.7	13.8	5.4	13.8
O=C(CSc1nnc(Cc2cccs2)n1Cc1ccco1)Nc1ccc(Cl)cc1Cl	9.5	.	4.9	0.0

Next section.
SMILES	Yeast eIF2B	Yeast eIF2B mutant toxicity	Yeast tox	Yeast tox inhibition %
COC(=O)c1ccc(Cn2c(C)cc(C)[n+]2C)o1	30.1	17.9	10.8	17.9
O=C(O)c1cc2c(ccc3ccccc32)[nH]1	?	.	-10.0	-7.7
COc1ccc(C2C(C(C)=O)=C(C)N=c3s/c(=C\c4cc(C)n(C)c4C)c(=O)n32)c(OC)c1 (stereo not drawn)	17.7	8.0	-8.4	8.0
CCN(CC)C(=O)c1cc2c(=O)oc3ccccc3c2s1	11.7	-4.5	-4.2	-4.5
O=C(Nc1cc(N2CCOCC2)ncn1)Nc1cccc2ccccc12	30.6	.	.	.
Cc1ccc(NC(=S)N2CCC(N(C)CC3CCCO3)CC2)c(C)c1 (stereo not drawn)	11.7	16.2	6.2	16.2
CCN=c1sc2ccccc2n1CC(O)COc1ccccc1 (stereo not drawn)	.	.	26.2	12.8
CS(=O)(=O)N1CCN(C(=O)c2cc(-c3ccccc3)nc3ccccc23)CC1	.	.	-4.2	-5.1
CCOC(=O)C1CCCN(c2c(NCCCN(CC)c3ccccc3)c(=O)c2=O)C1 (stereo not drawn)	11.9	.	15.3	0.0
CCCN1C2CCCC1CC(NC(=O)c1ccccc1OCC)C2 (stereo not drawn)	13.9	14.3	7.1	14.3
COc1ccc(NC(=S)NCCc2ccc(Cl)cc2)c(OC)c1	-20.2	7.5	-24.3	7.5
Cc1ccc(C2=[N+]([O-])C(C)(C)CC2)cc1	17.4	18.2	19.6	18.2
Cc1ccc(O)c(C(=O)CC(=O)c2cccc(F)c2)c1	21.9	10.3	13.3	10.3
Cc1cc(-c2nnc(SCc3cccnc3)o2)no1	13.9	13.8	44.4	13.8
CC(C)(C)c1ccc(C(=O)CC(=O)c2cc(Cl)ccc2O)cc1	12.5	3.2	16.8	3.2
COc1ccc(NC(=S)NC(NC(=O)c2ccccc2Cl)C(Cl)(Cl)Cl)c([N+](=O)[O-])c1 (stereo not drawn)	11.8	10.0	6.2	10.0
Cc1ccc(NC(=O)NC2CCN(CC(=O)Nc3nccs3)CC2)cc1	.	.	-5.2	-5.0
CCCNC(=O)Nc1nccs1	.	.	20.8	12.8
O=C(COC(=O)COc1ccccc1)Nc1ccc(OC(F)(F)F)cc1	8.3	-15.0	-11.4	-15.0
COc1ccc(OC)c(NC(=O)CN2C(=O)c3ccccc3S2(=O)=O)c1	23.8	-5.4	-10.0	-5.4
COC(=O)C(NC(=O)c1ccccc1)=C1CCCCC1	22.0	-11.4	-1.2	-11.4
CCCCS(=O)(=O)C1CCS(=O)(=O)C1 (stereo not drawn)	-28.4	.	.	.
COCCN1CCn2c(nc3cc(NC(=O)c4ccc(OC)cc4)ccc32)C1	26.5	-18.2	-12.8	-18.2
COc1ccc(C2C(C#N)=C(N)N3C(=C2C#N)Sc2ccccc23)cc1 (stereo not drawn)	-0.4	3.5	29.4	3.5
Cc1cc(=O)oc2cc(OC(C)C(=O)N3CCCc4ccccc43)ccc12 (stereo not drawn)	30.4	-19.1	10.5	-19.1
COC(=O)C1=CN(CCCN2CCCC2=O)C=C(C(=O)OC)C1c1ccccc1C(F)(F)F	17.2	-3.6	9.0	-3.6
COc1ccc(C(=O)Nc2ccc(N3CCOCC3)cc2)cc1OC	78.4	-2.6	10.0	-2.6
CSc1nc(C)cc(NC(N)=O)n1	15.0	.	.	.
O=C(Nc1cc(Cl)ccc1Oc1ccccc1)c1cnccn1	21.8	-2.9	6.2	-2.9
Cc1ccc(NC(=O)c2oc3ccccc3c2NC(=O)c2ccc3c(c2)OCO3)cc1	3.6	-5.0	1.1	-5.0
COc1ccc(NC(=O)c2oc3ccccc3c2NC(=O)COc2ccccc2OC)c(OC)c1	25.4	-37.5	-0.3	-37.5
CCOC(=O)c1ccc(-n2c(-c3ccco3)nc3ccccc3c2=O)cc1	16.8	-7.4	-13.3	-7.4
CCOC(=O)c1nnn(-c2nonc2N)c1-c1cccs1	12.0	.	.	.
O=C1CC(c2ccccc2)C(=O)N1c1cccc(O)c1 (stereo not drawn)	.	.	0.9	6.5
CC(C)(C)NC(=O)NC(=O)COC(=O)CCCc1c[nH]c2ccccc12	.	.	0.0	5.1
O=C(CSc1nc(-c2ccco2)cc(C(F)(F)F)n1)N1CCN(c2cccc(Cl)c2)CC1	3.0	.	.	.
CC(C)(C)NC(=O)CSc1nncn1NCc1c(Cl)cccc1Cl	.	.	0.0	3.3
c1ccc(-c2ccc(-c3cn4c(n3)CCC4)cc2)cc1	.	.	33.1	28.2

Copied from the list.
Entry of CSc1nc(C)cc(NC(N)=O)n1 in Yeast eIF2B: 15.0
Entry of COC(=O)C1=CN(CCCN2CCCC2=O)C=C(C(=O)OC)C1c1ccccc1C(F)(F)F in Yeast eIF2B: 17.2
Entry of Cc1ccc(NC(=O)c2oc3ccccc3c2NC(=O)c2ccc3c(c2)OCO3)cc1 in Yeast eIF2B mutant toxicity: -5.0
Entry of O=C(Nc1cc(Cl)ccc1Oc1ccccc1)c1cnccn1 in Yeast eIF2B: 21.8
Entry of O=C(CSc1nc(-c2ccco2)cc(C(F)(F)F)n1)N1CCN(c2cccc(Cl)c2)CC1 in Yeast eIF2B: 3.0
Entry of COCCN1CCn2c(nc3cc(NC(=O)c4ccc(OC)cc4)ccc32)C1 in Yeast tox: -12.8
Entry of CCCCS(=O)(=O)C1CCS(=O)(=O)C1 (stereo not drawn) in Yeast eIF2B: -28.4

Four compounds picked at random from the list so far:
SMILES	Yeast eIF2B	Yeast eIF2B mutant toxicity	Yeast tox	Yeast tox inhibition %
CCOC(=O)c1ccc(-n2c(-c3ccco3)nc3ccccc3c2=O)cc1	16.8	-7.4	-13.3	-7.4
CC(C)(C)NC(=O)NC(=O)COC(=O)CCCc1c[nH]c2ccccc12	.	.	0.0	5.1
COC(=O)C1=CN(CCCN2CCCC2=O)C=C(C(=O)OC)C1c1ccccc1C(F)(F)F	17.2	-3.6	9.0	-3.6
COC(=O)C(NC(=O)c1ccccc1)=C1CCCCC1	22.0	-11.4	-1.2	-11.4

Not all compounds are listed; rates above refer to the full screens.
